Kir21 inh: inhibitors of mouse Kir2.1 inward-rectifier potassium channel; HEK293-Kir2.1, FluxOR thallium flux fluorescence; active compounds read low; B-score at 10 µM; actives 0.85% (n = 310,000);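 active = fluorescence ratio B-score at or below minus 3 SD of library scores, with starting-brightness B-score within 2 SD, cut at about -4.2 in these data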;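 note: channel flux triggered by added potassium and thallium sulfate stimulus; B-score of peak minus minimum fluorescence over baseline after thallium stimulus; more negative B-score means stronger Kir2.1 block with less thallium influx; some compounds called inactive have numbers as strong as hits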
CHT block: inhibits the human high affinity choline transporter. actives 0.86% (n = 310,000). CHT-expressing cells, membrane potential dye, choline response; active compounds read low. B-score at 10 µM. Q9GZV3;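 active = B-score over 3 SD under the library average, and starting fluorescence ratio not unusually high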;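 note: choline stimulus applied at its EC90 after an EC20 pre-addition; B-score computed on integrated fluorescence ratio after choline addition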
KCNQ2 inh: KCNQ2 potassium channel inhibitors, primary screen, cell-based, CHO-K1, FluxOR thallium flux, B-score (AID 2156) | O88943 | 20 min; active compounds read low | B-score at 10 µM | actives 1.1% (n = 310,000);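 active = fluorescence ratio B-score at most minus 3 library SDs, with starting brightness B-score within 2 library SDs, cut at about -5.5 in these data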
Target sequence (O88943 whole entry, looked up): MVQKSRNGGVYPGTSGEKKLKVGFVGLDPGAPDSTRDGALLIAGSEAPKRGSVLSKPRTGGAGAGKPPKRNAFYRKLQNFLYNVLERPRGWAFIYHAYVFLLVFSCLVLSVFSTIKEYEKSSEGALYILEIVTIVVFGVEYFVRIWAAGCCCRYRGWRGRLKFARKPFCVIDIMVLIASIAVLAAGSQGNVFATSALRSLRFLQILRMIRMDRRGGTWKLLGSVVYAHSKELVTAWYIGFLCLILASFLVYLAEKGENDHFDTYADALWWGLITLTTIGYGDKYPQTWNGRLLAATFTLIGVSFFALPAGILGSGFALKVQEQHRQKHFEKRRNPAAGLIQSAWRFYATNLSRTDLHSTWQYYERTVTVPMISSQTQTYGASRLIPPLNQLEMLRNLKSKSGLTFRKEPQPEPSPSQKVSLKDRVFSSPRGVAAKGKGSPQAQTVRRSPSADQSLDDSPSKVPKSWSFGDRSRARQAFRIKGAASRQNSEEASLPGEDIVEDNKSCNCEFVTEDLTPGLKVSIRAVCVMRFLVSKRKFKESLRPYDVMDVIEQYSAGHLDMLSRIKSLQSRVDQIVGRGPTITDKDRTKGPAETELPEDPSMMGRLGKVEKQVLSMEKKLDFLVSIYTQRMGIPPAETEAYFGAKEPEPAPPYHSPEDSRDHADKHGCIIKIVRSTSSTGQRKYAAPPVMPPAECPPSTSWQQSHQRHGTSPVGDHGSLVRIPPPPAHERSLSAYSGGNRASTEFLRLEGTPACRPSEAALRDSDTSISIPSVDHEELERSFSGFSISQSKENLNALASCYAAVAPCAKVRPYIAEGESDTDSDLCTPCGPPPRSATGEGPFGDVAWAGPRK
* = called active by the depositor; i = inactive. This is a random part of the collection. Share with any hit: about 2.6%.

Value order: Kir21 inh, CHT block, KCNQ2 inh
CNCc1ccccc1Sc1cccc(O)c1
→ -0.86, i, i
Cc1ccc(NC(=O)c2ccc3snnc3c2)cc1C
→ -0.16, i, i
CCOc1cccc(C(=O)N(Cc2ccco2)C2CCS(=O)(=O)C2)c1 (stereo unspecified)
→ -0.56, i, i
Cc1ccc(NC(=O)CN(C)C(=O)COC(=O)CNS(=O)(=O)c2ccc(F)c(F)c2F)cc1
→ 0.54, i, i
NS(=O)(=O)c1ccc(CCNC(=O)Nc2ccc(Cl)cc2)cc1
→ 0.08, i, i
Cc1onc(-c2ccccc2)c1C(=O)NCCN1CCOCC1
→ -0.53, i, i
O=C(c1ccco1)N1N=C(c2cccs2)CC1c1ccccc1O (stereo unspecified)
→ -0.9, i, i
CCOc1ccccc1CNc1nnnn1C
→ 0.05, i, i
O=C(O)c1cc(-c2ccccc2)n(-c2ccc(F)cc2)n1
→ -0.51, i, i
CCN1CCN(Cc2ccc(NC(=O)c3cc(NC(=O)c4ccc5n[nH]nc5c4)cc(OC)c3)cc2C(F)(F)F)CC1
→ -0.59, i, i
COc1ccc(C2c3[nH]c4ccccc4c3CCN2C(=O)c2ccccc2C(C)=O)c(F)c1 (stereo unspecified)
→ 0.04, i, i
O=C(CSc1ncccn1)NCc1cccc(Cl)c1
→ -0.22, i, i
CCOC(=O)C1CCCN(CC(=O)NC2CC2)C1 (stereo unspecified)
→ -1.8, i, i
Cn1c(/C=C/c2ccc(Br)cc2)c([N+](=O)[O-])c(=O)n(C)c1=O
→ 1.2, i, i
CCOCc1nnc(NC(=O)c2cc(OC)cc(OC)c2)s1
→ 0.6, i, i
Cc1ccc(S(=O)(=O)N2CCC(C(N)=O)CC2)cc1[N+](=O)[O-]
→ 1, i, i
O=C(COc1ccc(S(=O)(=O)N2CCOCC2)cc1Cl)NCC1CCCO1 (stereo unspecified)
→ 0.17, i, i
CCOC(=O)c1sc(NC(=O)CCc2ccc(OC)cc2)nc1C
→ -0.87, i, i
OCCN1CCN(CC(O)COC(c2ccc(F)cc2)c2ccc(F)cc2)CC1 (stereo unspecified)
→ -0.82, i, i
CCOC(=O)c1c(N)sc(C(=O)OC)c1C
→ 0.4, i, i
Cc1cc(C)nc(-n2nc(C)c(C3(O)C(=O)Nc4ccccc43)c2N)n1 (stereo unspecified)
→ 1.1, i, i
Cc1ccccc1C(=O)NCCn1cc(SCC(=O)NCC2CCCO2)c2ccccc21 (stereo unspecified)
→ -0.53, i, i
CC(C)c1ccc(CNCc2ccccc2)cc1
→ -2.9, -5.1*, i
N#Cc1c(N)nc2c(c1-c1cccs1)CCCC2
→ -0.99, i, i
CCc1ccccc1Nc1ncnc2ccccc12
→ -2.4, i, i
COc1ccccc1N(CC(=O)NCCSCc1ccccc1)S(C)(=O)=O
→ -0.04, i, i
CCCn1nnnc1SCC(=O)N1CCOCC1
→ 1.8, i, i
COc1ccc(-c2noc(CCC(=O)NCc3ccco3)n2)cc1
→ -1.3, i, i
CCCn1cc(S(=O)(=O)c2ccccc2)c(=O)c2cc(CC)ccc21
→ -0.02, i, i
CCn1cc(C(=O)O)c(=O)c2cnc(N3CCN(C(=S)NC(=O)c4ccc(Cl)cc4)CC3)nc21
→ 0.67, i, i
COc1ccc(/C=N/NC(=O)c2ccc(Cl)cc2)cc1Cn1cc(Cl)cn1
→ -2.1, i, i
COc1ccc(/C=C/C(=O)Nc2ccc(C(N)=O)cc2)cc1OC
→ 0.64, i, i
COc1cc(CNC2CCCC2)c(Br)cc1OC1CCCC1
→ -0.24, i, i
O=C(COC(=O)c1ccco1)NC1CCCCC1
→ -0.68, i, i
Cc1cc(C)n2nc(C(=O)OCCOc3ccc(Br)cc3)nc2n1
→ -0.77, i, i
CC(Oc1cc2oc(=O)c3c(c2cc1Cl)CCC3)C(=O)NCCCn1ccnc1 (stereo unspecified)
→ -0.91, i, i
CC1(C)CC(=O)C(N=Nc2ccc(C(F)(F)F)cc2[N+](=O)[O-])=C(O)C1
→ 0.24, i, i
O=C(CCS(=O)(=O)c1ccccc1)Nc1nc(-c2ccc(F)cc2)cs1
→ -1, i, i
Cc1cnn(-c2nc(-c3cccs3)cc(C(F)(F)F)n2)c1
→ -1.4, i, i
COc1cc(Nc2ccc(C)cc2)c([N+](=O)[O-])nc1[N+](=O)[O-]
→ 0, i, i
COCC(C)NC(=S)N1CCN(c2ccccc2Cl)CC1 (stereo unspecified)
→ 0.2, i, i
CCC(c1nnc(SCC(=O)NCCc2ccc(OC)c(OC)c2)n1Cc1ccccc1)N(C)C (stereo unspecified)
→ 0.64, i, i
O=c1[nH]nnc2sc3c(c12)CCCC3
→ 0.39, i, i
CCCCN(CCCC)S(=O)(=O)c1ccc(NC(=O)c2ccc([N+](=O)[O-])cc2Cl)cc1
→ -3.5, -6.2*, i
COc1cccc(CN2CCN(c3ncccn3)CC2)c1OC
→ -0.53, i, i
Cn1cc(C(=O)C(=O)NCCc2ccccc2)c2ccccc21
→ 0.36, i, i
C=CCn1cc(/C=N/NC(=O)COc2cccc3cccnc23)c2ccccc21
→ 2.4, i, i
COc1ccc2cc(/C=N/NC(=O)CN(c3ccccc3C)S(=O)(=O)c3ccccc3)c(Cl)nc2c1
→ 0.41, i, i
O=C(c1ccco1)N1CCN(C(=O)C2CCN(S(=O)(=O)c3cnc[nH]3)CC2)CC1
→ 2.1, i, i
COc1cccc(OCc2cc(C(=O)N(C)Cc3nccn3C)no2)c1
→ 0.98, i, i

(next part)
Value order: Kir21 inh, CHT block, KCNQ2 inh
N/C(=N\OC(=O)Nc1ccc(Cl)c(Cl)c1)c1ncc(C(F)(F)F)cc1Cl
→ 1.1, i, i
O=C(O)/C=C/C(=O)Nc1ccc(OC(F)(F)Cl)cc1
→ 1.4, i, i
COc1ccc(NC(=O)Nc2cc(C)ccc2F)cc1
→ -0.72, i, i
O=C(Cn1cc(C(=O)C2CC2)c2ccccc21)NCC1CCCO1 (stereo unspecified)
→ -0.21, i, i
N#Cc1ccc(S(=O)(=O)N2CCCN(c3nc4ccc(Cl)cc4s3)CC2)cc1
→ 0.34, i, i
Cc1ccc(-n2c(-c3cccc(C)c3)n[nH]c2=S)cc1
→ -1.5, i, i
CCOC(=O)N1CCN(C(=O)CSc2ccc3nnc(CCNC(=O)c4ccc(OC)cc4)n3n2)CC1
→ -0.68, i, i
Cc1ccc(NC(=O)c2nc(C)n(-c3ccc([N+](=O)[O-])cc3)n2)cc1
→ -0.38, i, i
CCn1nc(C(=O)Nc2ccc(S(=O)(=O)Nc3ncccn3)cc2)c2ccccc2c1=O
→ -0.01, i, i
Cc1cccn2c(=O)c(C=C(C#N)C#N)c(N3CCN(c4ccccc4)CC3)nc12
→ 0.12, i, i
CCOC(CNC(=O)CCc1c(C)nc2nc(C)nn2c1C)OCC
→ -0.3, i, i
CCc1ccc(OCCOCC(O)CNC2CCCC2)cc1 (stereo unspecified)
→ -0.86, i, i
Cc1ccc(Cl)cc1N1CCN(C(=O)CCC(=O)O)CC1
→ 0.04, i, i
CCN(CC)C(=O)CS(=O)CC(=O)Nc1cc(OCCOC)c(Cl)cc1Cl (stereo unspecified)
→ -0.76, i, i
O=C(NC(=S)Nc1ccc(S(=O)(=O)Nc2nccs2)cc1)c1cccnc1
→ -0.36, i, i
COCCCN1C(=O)c2[nH]nc(-c3cc(C)cc(C)c3O)c2C1c1ccc(O)c(OC)c1 (stereo unspecified)
→ -0.29, i, i
NC(=O)c1ccc(NC(=O)COc2cccc3ccccc23)cc1
→ 0.17, i, i
COc1ccc(CCNC(=O)CSc2ccc(-c3ccco3)nn2)cc1
→ -0.27, i, i
COCCNC(=S)N1CCOCC1
→ -0.45, i, i
Cc1cc(/C=C2\C(=N)N3N=C(C(C)C)SC3=NC2=O)c(C)n1-c1ccccc1
→ -1.5, i, i
CCc1ccc(C2N3CC4([N+](=O)[O-])CN2CC([N+](=O)[O-])(C3)C4(C)C)cc1 (stereo unspecified)
→ 0.74, i, i
Cc1cc(C)nc(/N=C(\N)N2CCc3ccccc32)n1
→ -2.3, i, i
COc1ccc(-c2cc(-c3cccs3)nc3sc(C#N)c(N)c23)cc1
→ 1.2, i, i
C=CCOc1ccc(Oc2cc(C)nc(SC)n2)nn1
→ -0.39, i, i
O=C(CNc1cccc(S(=O)(=O)N2CCCC2)c1)Nc1ccc(C(F)(F)F)cc1
→ -0.14, i, i
Cc1oc(-c2ccc(Cl)cc2)nc1CS(=O)CC(=O)NCc1ccccc1 (stereo unspecified)
→ -1.4, i, i
Cc1nnc(-c2cnn(-c3ccccc3)c2N)n1Cc1cccc(C(F)(F)F)c1
→ -0.15, i, i
CCN1CCc2c(OCC(=O)N3CCC(C)CC3)cccc2C1=O
→ -0.25, i, i
O=C(CCN1CCCC1=O)NC1CCCc2c1cnn2-c1ccc(F)cc1F (stereo unspecified)
→ -0.4, i, i
COc1ccc(OC(=O)CCN2C(=O)C3C4C=CC(C4)C3C2=O)cc1 (stereo unspecified)
→ -1.1, i, i

The list goes on.
| Molecule | Kir21 inh | CHT block | KCNQ2 inh |
| --- | --- | --- | --- |
| COc1cc(OC)cc(C(=O)Nc2ccc3c(c2)COC3=O)c1 | 0.16 | i | i |
| O=C(OCCN1CCCCC1)c1cccc(F)c1 | 1.7 | i | i |
| CCSc1ncnc2c1oc1ccccc12 | 1.4 | i | i |
| COc1ccc(C2C(=O)N(C3CCCCC3)CC(=O)N2CC2COc3ccccc3O2)cc1 (stereo unspecified) | 0.67 | i | i |
| Fc1cccc2sc(Nc3nc4c(F)cccc4s3)nc12 | 0.68 | i | i |
| Cc1c(C(=O)NCC2CCCO2)oc2ccc(S(=O)(=O)N3CCCCC3)cc12 (stereo unspecified) | -0.03 | i | i |
| COc1ccc(NC(=O)C2CCCN2C(=O)NCc2ccccc2)cc1 (stereo unspecified) | -1.4 | i | i |
| c1ccc(Nc2scc(-c3ccccc3)[n+]2Cc2ccco2)cc1 | -0.02 | i | -6.4* |
| NC(=O)C1CCN(Cc2nc3c(Br)cc(Br)cc3c(=O)[nH]2)CC1 | 0.72 | i | i |
| CC(C)CC(=O)NC1(C(F)(F)F)C(=O)Nc2c1c(=O)n(C)c(=O)n2C (stereo unspecified) | -0.2 | i | i |
| Cc1ccccc1CS(=O)(=O)Cc1ccc(C(=O)NC2CCCC2)o1 | 0.7 | i | i |
| CC(C)(C)c1ccc(C(=O)C2CCCN(C(=O)CCn3cncn3)C2)cc1 (stereo unspecified) | 0.48 | i | i |
| CC12CCC(c3c1nc1ccccc1[n+]3[O-])C2(C)C (stereo unspecified) | 1.5 | i | i |
| Cc1c(C(=O)N2CCCC2)sc(NC(=O)c2ccc(Cl)cc2)c1C#N | -0.03 | i | i |
| COc1cc(/C=C/C(=O)N2CCN(c3n[nH]c(=O)[nH]c3=O)CC2)cc(OC)c1OC | -0.34 | i | i |
| C=C(C)c1sc(-c2ccc(Cl)cc2)nc1C | 0.04 | i | i |
| O=[N+]([O-])/C(N=Nc1ccccc1)=N\Nc1ccccc1 | 0.34 | i | i |
| COc1ccccc1N1CC(C(=O)Nc2ccc3c(c2)OCO3)CC1=O (stereo unspecified) | 0.01 | i | i |
| c1ccc(C(c2nnnn2C2CCCC2)N2CCN(c3ccccc3)CC2)cc1 (stereo unspecified) | 1.1 | i | i |
| S=C(Nc1ccc2c(c1)OCO2)N1CCN(Cc2ccco2)CC1 | 1.3 | i | i |
| Cc1cc(C)c2c(NC(=S)NC(=O)c3ccccc3)n[nH]c2n1 | -0.31 | i | i |
| COc1ccc(CCNS(=O)(=O)c2cn(C)c(=O)n(C)c2=O)cc1 | 0.75 | i | i |
| O=C1C(C=NCC2CCCO2)=C(O)c2ccccc21 (stereo unspecified) | 2 | i | i |
| O=C(CN(C(=O)CCC(=O)Nc1nccs1)c1ccc2c(c1)OCO2)NCc1ccccc1 | -1.4 | i | i |
| CC(=O)c1cc2c(cc1NC(=O)CSc1nc3ccc(C)cc3[nH]1)OCO2 | 0.2 | i | i |
| Cn1c(=O)c2c(nc(SCc3ccccc3)n2Cc2ccc(Cl)cc2)n(C)c1=O | 0.09 | i | i |
| O=C(O)c1cnn(-c2nc(-c3ccc(Cl)cc3)cs2)c1C(F)(F)F | -0.53 | i | i |
| Cn1c(C(=O)NCCN2CCCCCC2)cc2c(=O)n(C)c3ccccc3c21 | -0.29 | i | i |
| CCO[C@@H]1OC(C(=O)NC2CC2)=C[C@H](c2ccc(Br)cc2)[C@H]1CCCO | -2.3 | i | i |
| O=C1CCCc2nc(N3CCN(C(=O)c4ccco4)CC3)ncc21 | 0.69 | i | i |
| CCCC1S/C(=N/N=C/c2ccc(OC)cc2)N(Cc2ccccc2)C1=O (stereo unspecified) | -0.61 | i | -6.2* |
| COc1cc(F)ccc1S(=O)(=O)N1CCN(Cc2ccccc2)CC1 | -0.71 | i | i |
| CCOc1cc(S(=O)(=O)N(CC)CC)ccc1F | 0.43 | i | i |

High-throughput results as filed in PubChem BioAssay.
